KB-V1 cytotox: kills drug-selected multidrug resistant KB-V1 cells. AID 1347076. KB-V1 MDR cells viability, CellTiter-Glo, 72 h. Potency, µM (series often up to 46.1 µM), for inactives: top-dose activity change, negative = cytotoxicity, hits mostly cytotoxic. actives 3.4% (n = 400,000); also: potency is read from the fitted curve at half-maximal effect; % is scaled to controls: 0 for no effect and ±100 for the full control effect; nearly all actives have a fitted effect of over 60% in size
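Compound-treated KB-V1 multidrug-resistant cells, 72 h, 37 degrees C; viability by CellTiter-Glo. Fitted qHTS curves give the values.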
ATXN2 expr inh: reduces ATXN2 reporter expression in HEK-293 cells. HEK-293 ATXN2-luciferase reporter, luminescence, 24 h. Potency, µM (doses to about 57 µM), inactives show at the highest dose activity change, negative = inhibition, hits mostly inhibitors. actives 0.72% (n = 360,000). AID 1745845; also: potency is read from the fitted curve at half-maximal effect; % is scaled to controls: 0 for no effect and ±100 for the full control effect; nearly all actives have a fitted effect of over 55% in size
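ATXN2-luciferase reporter cells (luciferase flanked by upstream and downstream ATXN2 gene portions) were treated 24 h at 37 °C with compounds at up to 57 uM. SteadyGlo luminescence gave expression; GF-AFC fluorescence gave viability.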
KB-3-1 tox: kills parental KB-3-1 adenocarcinoma cells; Potency, µM (top dose mostly 46.1 µM), for the others: at the highest dose activity change, negative = cytotoxic, most hits filed as cytotoxic; KB-3-1 viability, CellTiter-Glo ATP luminescence, 72 h; actives 1.4% (n = 400,000); also: potency is read from the fitted curve at half-maximal effect; % is scaled to controls: 0 for no effect and ±100 for the full control effect; nearly all actives have a fitted effect of over 60% in size
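Cells are dispensed, compounds pinned in, plates held at 37 °C for 72 h, then CellTiter-Glo is added and luminescence read after 10 minutes. Cell line: parental KB-3-1 in phenol-red-free DMEM, 10% FBS.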
MCF10A rerep: induces DNA re-replication in MCF 10a normal breast cells; actives 2.9% (n = 350,000); Potency, µM (titrated, usually from 46.1 µM), without a hit: at the top dose activity, positive = re-replication, usual class: activators; MCF 10A DNA re-replication, Hoechst nuclear intensity, 48 h; also: potency is read from the fitted curve at half-maximal effect; % of control where 0% means no effect; nearly all actives have a fitted effect of over 50% in size
SW480 rereplic: induces DNA re-replication in SW480 colon adenocarcinoma cells. SW480 DNA re-replication, Hoechst DNA content imaging, 48 h. Potency, µM (titrated, usually from 46.1 µM), without a hit: at the highest dose re-replication activation, hits mostly activators. AID 624297. actives 1.8% (n = 340,000); also: potency is read from the fitted curve at half-maximal effect; % of control where 0% means no effect; nearly all actives have a fitted effect of over 55% in size
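Readout is total intensity of Hoechst-stained nuclei, excited at 405 nm and collected at 500-530 nm. Compound treatment lasted 48 hr at 37 C in 5% CO2 before staining.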
HT1080 IDH1KD tx: kills HT-1080 cells with IDH1 knockdown; HT-1080 IDH1 knockdown viability, ATP luminescence, 48 h; Potency, µM (top dose mostly 46.1 µM), without a hit: at the highest dose activity, negative = toxicity, hits mostly cytotoxic; actives 2% (n = 360,000);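 also: potency is read from the fitted curve at half-maximal effect; 0% = DMSO wells and -100% = cell-free medium wells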
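HT-1080-IDH1KD cells (IDH1 knocked down), 750/well in RPMI with 5% FBS, treated with compound 48 h at 37 degrees C. Viability by CellTiter-Glo luminescence, normalised to DMSO and no-cell wells; concentration-response curves classed.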
IL-1B inflam inh: inflammasome signaling inhibition, IL-1 beta readout | AID 743279 | activity change, % at 57.5 µM | actives 4.7% (n = 360,000) | THP-1 LPS/ATP IL-1B secretion, AlphaLISA, 16 h; hits give low values; in the data active = activity change below about -50%; inconclusive = mostly about -30% to -49%; also: % is scaled to controls: 0 for no effect and ±100 for the full control effect
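THP-1 cells pretreated 1 hr with compounds (up to 57.5 uM final), then stimulated with LPS (250 ng/mL final) plus ATP (1.25 mM final); secreted IL-1B measured by AlphaLISA after 16 hr, decreased signal indicating inhibition.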
HT1080-NT tox: kills 2HG-producing HT-1080-NT fibrosarcoma cells; HT-1080-NT fibrosarcoma viability, CellTiter-Glo ATP luminescence, 48 h; AID 686970; actives 1.6% (n = 360,000); Potency, µM (doses to about 46.1 µM), for inactives: top-dose activity, negative = less viability, hits mostly cytotoxic;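 also: NT is the 2HG producing partner of a matched IDH1 knockdown line; potency is read from the fitted curve at half-maximal effect; 0% = DMSO-treated cells and -100% = media-only wells without cells; nearly all actives have a fitted effect of over 55% in size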
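Compounds were tested in concentration-response format on HT-1080-NT cells for 48 hours at 37 degrees C. Cell viability came from CellTiter-Glo luminescence; curves were classified by r2, response magnitude and activity.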
ATXN viability: cell viability loss in ATXN counter-screen; Potency, µM (titrated, usually from 56.7 µM), usual class: cytotoxic; actives 0.49% (n = 400,000); S2 cells (HEK-293 line with an ATXN2-luciferase reporter) viability, CellTiter-Fluor protease fluorescence, 24 h; AID 651635; also: potency is read from the fitted curve at half-maximal effect; nearly all actives have a fitted effect of over 40% in size
An asterisk follows results filed as active; & = joins results of further samples; [ ] = another dose, or the depositor's remark. Unless noted, calls follow the shape of the dose curve; as a rule, active = well fitted curve in the direction sought with a large enough effect; inconclusive = small, poorly fitted or top-dose-only effect, or another doubt; inactive = no such curve, though single readings can be large; an effect the other way counts as inactive or inconclusive.

What do the screens show for `O=C(COC(=O)CCc1nc2ccccc2c(=O)[nH]1)Nc1ccc2c(c1)OCO2`?
KB-V1 cytotox: -5%; KB-3-1 tox: 9%; MCF10A rerep: -1%; SW480 rereplic: -16%; HT1080 IDH1KD tx: 13%; IL-1B inflam inh: 15; HT1080-NT tox: 1%; ATXN viability: inactive

Results for O=C1CC(C(=O)Nc2ccccc2)S/C(=N\N=C\c2ccco2)N1 (centres undefined) ?
KB-V1 cytotox: 31%; ATXN2 expr inh: -2%; KB-3-1 tox: 5%; MCF10A rerep: 10%; SW480 rereplic: -2%; HT1080 IDH1KD tx: 21%; IL-1B inflam inh: 4; HT1080-NT tox: 4%; ATXN viability: inactive

How did CCC1(c2ccccc2)NC(=O)N(CC(=O)Nc2ccc(OC)nc2)C1=O (centres undefined) do in these assays?
KB-V1 cytotox: -12%; ATXN2 expr inh: -8%; KB-3-1 tox: 2%; MCF10A rerep: inconclusive; SW480 rereplic: 0%; HT1080 IDH1KD tx: 1%; IL-1B inflam inh: 10; HT1080-NT tox: 0%; ATXN viability: inactive

Results for CCOc1ccc(NC(=O)CN2C(=O)COc3ccc(S(=O)(=O)N4CCCC4)cc32)cc1 ?
KB-V1 cytotox: 15%; ATXN2 expr inh: 8%; KB-3-1 tox: 12%; MCF10A rerep: -1%; SW480 rereplic: -10%; HT1080 IDH1KD tx: 5%; IL-1B inflam inh: -21; HT1080-NT tox: 2%; ATXN viability: inactive

Results for COC(=O)[C@]1(C)CCC[C@@]2(C)C3CC[C@@]4(C)C[C@]3(CCC21)CC(=O)N4Cc1ccc(OC)cc1 (some centres undefined) ?
KB-V1 cytotox: 12%; ATXN2 expr inh: inconclusive; KB-3-1 tox: inconclusive; MCF10A rerep: inconclusive; SW480 rereplic: -1%; HT1080 IDH1KD tx: -12%; IL-1B inflam inh: inconclusive; HT1080-NT tox: -15%; ATXN viability: inconclusive

What do the screens show for `O=C(Nc1ccc(F)cc1F)c1cc2c(=O)n3ccccc3nc2s1`?
KB-V1 cytotox: 21%; ATXN2 expr inh: 15%; KB-3-1 tox: -1%; ATXN viability: inactive

Results for CCS(=O)(=O)Nc1cccc(C2=NN(S(=O)(=O)c3ccc(C)cc3)C(c3ccco3)C2)c1 (centres undefined) ?
KB-V1 cytotox: -20%; KB-3-1 tox: -5%; MCF10A rerep: 8%; SW480 rereplic: -155%; HT1080 IDH1KD tx: -6%; IL-1B inflam inh: -8; HT1080-NT tox: -16%; ATXN viability: inactive

Results for COc1ccccc1/C=N/NC(=O)c1ccc(C)nc1 ?
KB-V1 cytotox: -6%; KB-3-1 tox: 1%; MCF10A rerep: 13%; SW480 rereplic: 2%; HT1080 IDH1KD tx: 0%; IL-1B inflam inh: 2; HT1080-NT tox: -9%; ATXN viability: inactive

Results for COc1cccc(NC(=O)CSc2nnc(Cn3c(=O)sc4ccccc43)n2C)c1 ?
KB-V1 cytotox: -1%; ATXN2 expr inh: 1%; KB-3-1 tox: -8%; MCF10A rerep: 1%; SW480 rereplic: 3%; HT1080 IDH1KD tx: -14%; IL-1B inflam inh: 18; HT1080-NT tox: -8%; ATXN viability: inactive

How did O=C(N/N=C/c1ccccc1C(=O)O)c1cc(-c2ccc3c4c(cccc24)CC3)n[nH]1 do in these assays?
KB-V1 cytotox: inconclusive; ATXN2 expr inh: 14%; KB-3-1 tox: inconclusive; MCF10A rerep: inconclusive; SW480 rereplic: -7%; HT1080 IDH1KD tx: -19%; IL-1B inflam inh: -15; HT1080-NT tox: 20%; ATXN viability: inactive

How did Cc1ccc(C)c(S(=O)(=O)NCCCc2ccccc2)c1 do in these assays?
KB-V1 cytotox: 4%; ATXN2 expr inh: -9%; KB-3-1 tox: 5%; MCF10A rerep: 6%; SW480 rereplic: -3%; HT1080 IDH1KD tx: -14%; IL-1B inflam inh: -57*; HT1080-NT tox: -10%; ATXN viability: inactive

Results for Cc1sc2nc(CSc3ncn[nH]3)[nH]c(=O)c2c1C ?
KB-V1 cytotox: -1%; ATXN2 expr inh: -26%; KB-3-1 tox: -1%; MCF10A rerep: -5%; SW480 rereplic: -2%; HT1080 IDH1KD tx: 2%; IL-1B inflam inh: -14; HT1080-NT tox: 1%; ATXN viability: inactive

What do the screens show for `O=C(Nc1ccccc1)N(C1=NCCC1)c1ccccc1`?
KB-V1 cytotox: -11%; ATXN2 expr inh: 14%; KB-3-1 tox: 8%; MCF10A rerep: 6%; SW480 rereplic: -12%; HT1080 IDH1KD tx: 3%; IL-1B inflam inh: -4; HT1080-NT tox: 1%

How did O=c1[nH]c2cc(Cl)ccc2n(CCNc2ncc(C(F)(F)F)cc2Cl)c1=O do in these assays?
KB-V1 cytotox: 9%; ATXN2 expr inh: -5%; KB-3-1 tox: 10%; MCF10A rerep: 0%; SW480 rereplic: -4%; HT1080 IDH1KD tx: -6%; IL-1B inflam inh: 14; HT1080-NT tox: -2%; ATXN viability: inactive

How did N#CCc1ccc(NS(=O)(=O)c2ccc(C3CCCCC3)cc2)cc1 do in these assays?
KB-V1 cytotox: inconclusive; ATXN2 expr inh: -6%; KB-3-1 tox: -12%; MCF10A rerep: inconclusive; SW480 rereplic: -5%; HT1080 IDH1KD tx: inconclusive; IL-1B inflam inh: 12; HT1080-NT tox: inconclusive; ATXN viability: inactive

Next section (two carried over from the part before).
How did O=c1[nH]c2cc(Cl)ccc2n(CCNc2ncc(C(F)(F)F)cc2Cl)c1=O do in these assays?
KB-V1 cytotox: 9%; ATXN2 expr inh: -5%; KB-3-1 tox: 10%; MCF10A rerep: 0%; SW480 rereplic: -4%; HT1080 IDH1KD tx: -6%; IL-1B inflam inh: 14; HT1080-NT tox: -2%; ATXN viability: inactive

How did N#CCc1ccc(NS(=O)(=O)c2ccc(C3CCCCC3)cc2)cc1 do in these assays?
KB-V1 cytotox: inconclusive; ATXN2 expr inh: -6%; KB-3-1 tox: -12%; MCF10A rerep: inconclusive; SW480 rereplic: -5%; HT1080 IDH1KD tx: inconclusive; IL-1B inflam inh: 12; HT1080-NT tox: inconclusive; ATXN viability: inactive

What do the screens show for `CC(=O)c1cc(C#N)c(SCC(=O)Nc2nccs2)nc1C`?
KB-V1 cytotox: -7%; KB-3-1 tox: 9%; MCF10A rerep: inconclusive; SW480 rereplic: 2%; HT1080 IDH1KD tx: 3%; IL-1B inflam inh: 8; HT1080-NT tox: 20%; ATXN viability: inactive

How did CCCCNC(=O)C(Sc1ccccc1)c1ccccc1 (centres undefined) do in these assays?
KB-V1 cytotox: 15µM*; ATXN2 expr inh: -15%; KB-3-1 tox: -4%; MCF10A rerep: 9%; SW480 rereplic: -58%[inhibitor]; HT1080 IDH1KD tx: 2%; IL-1B inflam inh: -5; HT1080-NT tox: 4%; ATXN viability: inactive

Results for O=C(COc1ccccc1)N/N=C/c1sc(=O)n(Cc2cccc(C(=O)O)c2)c1Cl ?
KB-V1 cytotox: -28%; ATXN2 expr inh: -4%; KB-3-1 tox: -8%; MCF10A rerep: -15%; SW480 rereplic: -5%; HT1080 IDH1KD tx: 0%; IL-1B inflam inh: -14; HT1080-NT tox: 2%; ATXN viability: inactive

How did COc1ccccc1N1CCN(C(=O)c2ccc(-c3ccc(Cl)cc3)o2)CC1 do in these assays?
KB-V1 cytotox: inconclusive; KB-3-1 tox: 4.6µM*; MCF10A rerep: inconclusive; SW480 rereplic: inconclusive; HT1080 IDH1KD tx: 5.2µM*; IL-1B inflam inh: 41; HT1080-NT tox: 7.3µM*; ATXN viability: inconclusive

How did Cc1ccc(CN2CCc3nc(Nc4ccc5c(c4)OCCO5)ncc3C2)cc1 do in these assays?
KB-V1 cytotox: 5%; ATXN2 expr inh: -15%; KB-3-1 tox: 1%; ATXN viability: inconclusive

What do the screens show for `CCOC(=O)c1ccc2c(c1)n(CC)c(C)[n+]2CC`?
KB-V1 cytotox: 2%; ATXN2 expr inh: 6%; KB-3-1 tox: -15%; MCF10A rerep: -12%; SW480 rereplic: -5%; HT1080 IDH1KD tx: -7%; IL-1B inflam inh: -6; HT1080-NT tox: -2%; ATXN viability: inactive

What do the screens show for `Cc1ccc2nc(C(C)(C)C)c(Cc3cccc(Cl)c3)n2c1`?
KB-V1 cytotox: 12%; ATXN2 expr inh: -8%; KB-3-1 tox: -2%; HT1080 IDH1KD tx: inconclusive; IL-1B inflam inh: 11; HT1080-NT tox: 16µM*; ATXN viability: inconclusive

What do the screens show for `CCCc1[nH]nc2c1C1(C(=O)N(CC)c3ccccc31)C(C#N)=C(N)O2` (centres undefined)?
KB-V1 cytotox: 10%; ATXN2 expr inh: 0%; KB-3-1 tox: 2%; MCF10A rerep: 0%; SW480 rereplic: -10%; HT1080 IDH1KD tx: 19%; IL-1B inflam inh: 5; HT1080-NT tox: 10%; ATXN viability: inactive

Results for Cc1ccc(C(=O)N2C3=C(CCCC3)C(=O)NC23CCCCC3)cc1 ?
KB-V1 cytotox: -28%; ATXN2 expr inh: -20%; KB-3-1 tox: 4%; MCF10A rerep: inconclusive; SW480 rereplic: -43%[inhibitor]; HT1080 IDH1KD tx: 16%; IL-1B inflam inh: -3; HT1080-NT tox: 12%; ATXN viability: inactive

What do the screens show for `NC(=O)c1nsc(C(=O)N(CC(=O)NC2CCCC2)Cc2ccc3c(c2)OCO3)c1N`?
KB-V1 cytotox: -2%&-18%; KB-3-1 tox: inconclusive; MCF10A rerep: 2%; SW480 rereplic: inconclusive; HT1080 IDH1KD tx: -9%; IL-1B inflam inh: -6; HT1080-NT tox: -6%; ATXN viability: inactive

What do the screens show for `Cc1c(C(=O)NCCn2ccc3ccccc32)cccc1[N+](=O)[O-]`?
KB-V1 cytotox: -1%; ATXN2 expr inh: 5%; KB-3-1 tox: -2%; MCF10A rerep: 23%; SW480 rereplic: -7%; HT1080 IDH1KD tx: 0%; IL-1B inflam inh: -24; HT1080-NT tox: -11%; ATXN viability: inactive

High-throughput results from PubChem.
